# Screens: PubChem, National Center for Advancing Translational Sciences (NCATS)
# TRb-SRC2 inh: TRbeta-SRC2 interaction inhibition; P10828; TRbeta-SRC2 peptide binding, fluorescence polarization; receptor liganded with 1 µM T3; Potency, µM (titrated, usually from 106 µM), without a hit: at the top dose activity change, negative = inhibition, most hits filed as inhibitors; 0.065% of 280,000 active; AID 1469;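 also: plate controls were bound peptide for no effect and peptide without receptor for full effect; nearly all actives have a fitted effect of over 50% in size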
# Target sequence (P10828 whole entry, looked up): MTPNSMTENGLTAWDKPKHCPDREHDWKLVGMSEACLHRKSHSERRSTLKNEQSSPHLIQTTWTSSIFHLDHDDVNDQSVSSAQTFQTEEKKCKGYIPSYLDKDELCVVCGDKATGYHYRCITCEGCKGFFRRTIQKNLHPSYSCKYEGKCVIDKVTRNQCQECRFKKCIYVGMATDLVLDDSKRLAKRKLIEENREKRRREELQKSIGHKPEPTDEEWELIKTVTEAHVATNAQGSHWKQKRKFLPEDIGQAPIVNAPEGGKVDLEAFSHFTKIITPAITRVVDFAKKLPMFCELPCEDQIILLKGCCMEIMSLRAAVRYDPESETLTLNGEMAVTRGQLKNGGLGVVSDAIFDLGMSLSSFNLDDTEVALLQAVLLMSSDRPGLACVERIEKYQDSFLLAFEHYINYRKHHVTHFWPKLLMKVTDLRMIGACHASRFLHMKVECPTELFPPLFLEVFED
#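 TRb LBD 0.6 uM + Texas Red SRC2 peptide 20 nM, 1 uM T3, Tris buffer w/ 5% DMSO; compound pinned, 5 h RT; FP read ex 555/em 632; normalized to unbound and bound controls.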
# aGal spleen mod: inhibits or activates alpha-galactosidase in human spleen homogenate; P06280; human spleen homogenate, 4MU-alpha-Gal fluorescence, 40 min; Potency, µM (doses to about 80 µM), for the others: at the top dose activity change, negative = inhibition, most hits filed as inhibitors; 0.008% of 240,000 active;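 also: 0% = enzyme with vehicle and -100% = no enzyme basal signal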
#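 Spleen homogenate 1 ug + cpd (titration) + 4-MU-alpha-D-galactopyranoside 1 mM; 37C 40 min; 50 mM citrate/phosphate pH 5.0, 0.01% Tween-20; stop pH 10; fluorescence 365/440; AC50 via Hill.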
# Tau fibril ThT: inhibitors of human tau fibril formation, thioflavin T binding; Potency, µM (top dose mostly 57.4 µM), inactives show at the top dose activity, negative = inhibition, most hits filed as inhibitors; 2.1% of 270,000 active; recombinant tau K18 P301L, heparin-induced fibrillization, ThT fluorescence; also: nearly all actives have a fitted effect of over 55% in size
# Target sequence (P10636 561-689 P618L limits assumed): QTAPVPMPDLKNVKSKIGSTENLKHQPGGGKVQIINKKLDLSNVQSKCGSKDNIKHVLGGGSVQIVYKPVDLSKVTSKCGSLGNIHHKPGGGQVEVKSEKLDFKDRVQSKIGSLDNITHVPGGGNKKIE
#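 Fibril formation assay: tau K18 P301L at 15 uM with trace Alexa 594 label, heparin inducer 20 uM, pH 7 sodium acetate buffer, 37 C for 6 hr; endpoint ThT signal.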
# TR SRC2 fluor cs: alters Texas Red total fluorescence, flagging assay interference; TRb/SRC2 Texas Red total fluorescence interference; Potency, µM (highest dose often 106 µM), for the others: at the top dose fluorescence change, negative = quenching; 0.29% of 280,000 active; AID 1479; active = well fitted curve in either direction with a large enough effect; inconclusive = small, poorly fitted or top-dose-only effect
#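 Flags fluorescent or light-absorbing compounds by total fluorescence, S + 2P, at 555 nm excitation and 632 nm emission. Mixture: 20 nM Texas Red SRC2 peptide, 0.6 uM human TRb LBD, 1 uM T3, 5% DMSO; compound exposure 5 h at ambient temperature.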
# Tau FP inhib: tau fibrillization inhibition (FP); P10636; AID 1468; Potency, µM (series often up to 57.7 µM), for the others: at the highest dose activity, negative = inhibition, usual class: inhibitors; K18 P301L tau heparin fibrillization, Alexa594 FP, 6 h; 0.39% of 280,000 active; also: nearly all actives have a fitted effect of over 55% in size
#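 Read-out: fluorescence polarization of Alexa 594-labeled tau (0.24 uM), 555 nm excitation, 632 nm emission. Mixtures held 15 uM unlabeled K18 P301L, compound and 20 uM heparin, pH 7 acetate buffer, incubated 6 hr at 37 C.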
# ALDH1A1 inh: ALDH1A1 (human) enzyme inhibition | Purified ALDH1A1, NADH fluorescence, propionaldehyde substrate | Potency, µM (top dose mostly 75.3 µM), for the others: at the highest dose activity, negative = inhibition, most hits filed as inhibitors | 7.3% of 220,000 active; active = well fitted inhibition curve with a large enough effect, not every such curve was filed as active; inconclusive = small, poorly fitted or top-dose-only effect, or another doubt; inactive = no such curve, though single readings can be large or run the other way;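 also: plate controls were no enzyme wells and a reference inhibitor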
# Target sequence (P00352 whole entry, looked up): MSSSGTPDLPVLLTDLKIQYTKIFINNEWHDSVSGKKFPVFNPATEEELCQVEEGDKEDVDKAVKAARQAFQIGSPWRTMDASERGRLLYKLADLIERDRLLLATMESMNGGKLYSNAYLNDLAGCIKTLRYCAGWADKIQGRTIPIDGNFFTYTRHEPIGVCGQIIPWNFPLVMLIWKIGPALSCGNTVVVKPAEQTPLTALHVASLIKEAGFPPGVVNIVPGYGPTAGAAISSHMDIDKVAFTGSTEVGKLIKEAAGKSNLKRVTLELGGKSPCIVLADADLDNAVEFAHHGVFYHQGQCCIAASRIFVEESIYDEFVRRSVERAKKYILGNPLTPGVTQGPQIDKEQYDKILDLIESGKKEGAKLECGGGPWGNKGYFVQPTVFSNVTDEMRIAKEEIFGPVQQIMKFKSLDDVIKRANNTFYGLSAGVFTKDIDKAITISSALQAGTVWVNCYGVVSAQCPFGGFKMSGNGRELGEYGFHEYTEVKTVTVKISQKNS
# L3MBTL1 inh: inhibitors of human L3MBTL1; Q9Y468; AlphaScreen L3MBTL1–H3K9me1 peptide binding; Potency, µM (series often up to 57.1 µM), for the others: at the highest dose activity, negative = inhibition, usual class: inhibitors; 0.66% of 230,000 active; AID 485360; also: nearly all actives have a fitted effect of over 60% in size
#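 Displacement of a biotinylated histone H3(1-15) peptide monomethylated at Lys9 (75 nM) from L3MBTL1 (50 nM) was measured by AlphaScreen after a 30 min room-temperature compound incubation; cefsulodin titration served as intraplate control.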
# Tau fluor counter: counter-screen for tau fibril formation inhibitors; tau K18 P301L Alexa594 fluorescence, heparin fibrillization; Potency, µM (highest dose often 57.7 µM), without a hit: at the highest dose activity change, negative = decrease; 0.93% of 280,000 active; also: nearly all actives have a fitted effect of over 55% in size
#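 Human tau K18 P301L (15 uM unlabeled, 0.24 uM Alexa 594-labeled) in 100 mM sodium acetate pH 7 with 20 uM heparin, 6 hr at 37 C. ThT 30 uM added, 1 hr ambient; Alexa 594 FP and total fluorescence read at 555/632 nm.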
# Active calls of the source: *; ? = inconclusive; . = not tested or not shown; [ ] = dose if it differs, or a comment. Unless noted, calls follow the shape of the dose curve; as a rule, active = well fitted curve in the direction sought with a large enough effect; inconclusive = small, poorly fitted or top-dose-only effect, or another doubt; inactive = no such curve, though single readings can be large; an effect the other way counts as inactive or inconclusive. Unless noted, % is scaled to controls: 0 for no effect and ±100 for the full control effect; potency is read from the fitted curve at half-maximal effect.
SMILES,TRb-SRC2 inh,aGal spleen mod,Tau fibril ThT,TR SRC2 fluor cs,Tau FP inhib,ALDH1A1 inh,L3MBTL1 inh,Tau fluor counter
Cc1ccc(NC2(C#N)C(=O)Nc3ccccc32)cc1C (centres undefined),4%,0%,?,-2%,2%,?,.,-8%
COc1cc(C(CC(=O)Nc2ncccc2C)N2Cc3ccccc3C2=O)cc(OC)c1OC (centres undefined),3%,.,6%,1%,-1%,.,.,1%
Cc1cc2nc(-c3ccc(SCC(=O)N4CCOCC4)nc3)[nH]c2cc1C,-1%,-15%,?,-7%,7%,?,5%[11.4 µM],-13%
Cc1ccccc1Cn1c(CN2CCC(C(=O)NCc3ccc(Cl)cc3)CC2)cc2ccccc21,0%,.,9%,1%,1%,.,.,-3%
COc1ccccc1C/C(N)=N/OC(=O)c1ccco1,1%[53 µM],-16%,-7%,-2%[53 µM],7%,-8%,16%,-5%
CCOc1ccc(N2CC(C(=O)NC(C)C)CC2=O)cc1 (centres undefined),-1%,-21%,-7%,3%,0%,15%,3%,-3%
COc1ccc(NC(=O)CN(C)CC(=O)Nc2ccc(Cl)c(S(=O)(=O)N(C)C)c2)cc1,-1%,-4%,-6%,-2%,2%,?,2%,-16%
COc1ccc(CNC(=O)C2CC(c3ccc(C(F)(F)F)cc3)=NO2)cc1 (centres undefined),-2%,4%,-2%,1%,-9%,.,.,-6%
Cc1cc(C)c(S(=O)(=O)c2ccc(Cl)cc2)c(Cl)n1,-2%,-3%,2%,-2%,-4%,0%,13%,1%
CNC(=S)N/N=C/c1cn(Cc2ccc(F)cc2)c2ccccc12,2%,2%,?,-5%,?,28µM*,-11%,?
COc1ccc(CNC(=O)CSCc2ccc(C)cc2)c(OC)c1,0%,.,6%,-2%,5%,.,.,1%
CC(=O)c1c(C)[nH]c(C(=O)OCC(=O)Nc2cccc(S(=O)(=O)N(C)C)c2)c1C,-2%,-2%,-3%,0%,-11%,3%,0%,-12%
CC12c3ccccc3C(c3ccccc31)C1C(=O)N(Cc3cccnc3)C(=O)[C@H]12 (some centres undefined),3%,2%,-6%,-16%,-11%,2%,4%,-7%
CCOC(=O)C1=C(C)N(C)C(C)=C(C(=O)OCC)C1c1ccncc1,-4%,0%,1%,-4%,-1%,11%,.,2%
N#Cc1cc(-c2ccccc2)nc(N2CCNCC2)n1,-2%,-1%,-3%,-1%,-5%,.,6%,-5%

# Just aGal spleen mod and TR SRC2 fluor cs, for three of the compounds above:
SMILES	aGal spleen mod	TR SRC2 fluor cs
COc1cc(C(CC(=O)Nc2ncccc2C)N2Cc3ccccc3C2=O)cc(OC)c1OC (centres undefined)	.	1%
Cc1cc2nc(-c3ccc(SCC(=O)N4CCOCC4)nc3)[nH]c2cc1C	-15%	-7%
Cc1ccccc1Cn1c(CN2CCC(C(=O)NCc3ccc(Cl)cc3)CC2)cc2ccccc21	.	1%

# Later entries:
SMILES,TRb-SRC2 inh,aGal spleen mod,Tau fibril ThT,TR SRC2 fluor cs,Tau FP inhib,ALDH1A1 inh,L3MBTL1 inh,Tau fluor counter
Cc1cccc(NC(=O)CSc2nc(-c3cccc(C)c3)nc3c2Cc2c(CO)cnc(C)c2O3)c1,5%,.,-4%,-1%,1%,.,.,-10%
COc1ccccc1-c1cc(C(F)(F)F)nc(S(=O)(=O)CCCC(=O)Nc2cc(Br)ccc2O)n1,-9%,.,-7%,-3%,-8%,.,.,?
CCOC(=O)c1sc(Nc2nc3ccc(OC)cc3s2)cc1C,4%,-2%,-1%,-1%,2%,3%,-10%,-4%
CCOc1ccccc1NS(=O)(=O)c1c(-c2ccc(C)cc2)csc1C(=O)OC,-1%,.,-9%,1%,?,.,.,-28%
O=C(O)/C=C\C(=O)NC1CCCCC1,-5%,1%,6%,-3%,-3%,12%,14%,13%
CCCCCOC(=O)C1=C(C)NC(=O)NC1c1ccccc1OCC (centres undefined),0%,-16%,-14%,-6%,2%,-8%,-8%,-2%
CCc1ccc(CN(C)CCc2ccccn2)cc1,-15%,0%,7%,0%,3%,-58%,-5%,10%
COc1cccc(CNc2ncnc3cc(Cl)ccc23)c1,-1%,-9%,-4%,-2%,-8%,-1%,13%,-19%
CCCOC(=O)c1[nH]c2c(c1C)C(=O)CC(c1cc(OC)c(OC)c(OC)c1)C2 (centres undefined),15%,-9%,2%,-1%,-4%,0.35µM*,31%[activator],-12%
OC(COc1c(Br)cc(Br)cc1Br)CN1CCOCC1 (centres undefined),7%,4%,-6%,2%,1%,2%,3%,0%
O=C(Nc1ccc2nn(-c3ccc(F)cc3)nc2c1)c1cccnc1,5%,-1%,-16%,-1%,3%,2%,12%,-21%
CN(C)NC1=CC(=[N+]2CCCC2)CC(C)(C)C1,-5%,1%,-1%,-2%,6%,0%,.,2%
CC1CCCC(NC(=O)CSc2ncccc2C(=O)O)C1C (centres undefined),0%,3%,4%,-1%,7%,-9%,-5%[11.4 µM],17%
O=C(NCc1cccc(Cl)c1)C(=O)Nc1ccc2nc3n(c(=O)c2c1)CCCCC3,2%,.,-6%,0%,-5%,.,.,-10%
O=c1c(NCCc2ccc(Cl)cc2)nccn1-c1ccccc1,1%,.,-2%,0%,6%,.,.,-10%
Cc1ccc(NC(=O)c2ccc(F)c(S(=O)(=O)N3CCc4ccccc4C3)c2)cc1F,-3%,.,3%,1%,?,.,.,?
O=C(CN(Cc1ccccc1)S(=O)(=O)c1ccc(Br)cc1)NCc1ccco1,12%,-6%,-21%,1%,4%,13µM*,.,-19%
O=C(CCN1CCC(c2ccccc2)C1)c1ccccc1 (centres undefined),1%,2%,-14%,-7%,17%,1.4µM*,2%,6%
CCCN(CC1COc2ccccc2O1)C(=S)Nc1ccc(C)cc1 (centres undefined),-7%,-1%,-8%,-1%,-6%,-12%,-11%,-23%
COc1ccc(C2=NN(CCC(=O)NCCc3ccccc3)C(=O)CC2)cc1,-11%,.,-4%,?,7%,.,.,-2%
COC(=O)C1=C(C)N(c2ccccc2)/C(=C/c2cccs2)C1=O,-12%,-11%,-17%,1%,-2%,9%,-6%,-9%
CCCCOc1ccccc1NC(=O)Cn1c(-c2cncs2)nc2ccccc21,-6%,.,?,?,-15%,.,.,-21%
O=C(Cn1nnc(-c2ccc3c(c2)OCO3)n1)N1CCOCC1,0%,4%,5%,-1%,2%,7%,.,3%
Cn1ccc(CC(=O)N2CCC(N3CCC(C(=O)N4CCCC4)CC3)CC2)c1,-3%,-2%,-17%,4%,-14%,.,2%,-13%
COc1ccc(CCNC(=O)C2CCCN2C(=O)Nc2cccc(C(C)=O)c2)cc1OC (centres undefined),5%,2%,-9%,0%,-8%,6%,4%,-14%
Cc1ccc(CCN=c2c([N+](=O)[O-])nn(-c3ccccc3)n2O)cc1,1%,4%,?,0%,10%,-14%,?,-29%
C=CC1=C2C=C(C3CC3)N(CCOC)C=C2C(=O)C(C)(OC(=O)c2ccco2)C1=O (centres undefined),2%[11.2 µM],3%[17.5 µM],-6%[11.5 µM],-3%[11.2 µM],-11%[11.6 µM],2%[13.5 µM],.,-8%[11.6 µM]
Brc1ccc(-c2nn3c(-c4ccco4)nnc3s2)o1,5%,0%,?,-7%,0%,?,-15%,-4%
O=C(COC(=O)/C=C/c1cccs1)Nc1cccc(S(=O)(=O)N2CCCC2)c1,-1%,7%,-2%,-3%,-14%,0%,19%,?
Cc1nc(SCC(=O)NCc2ccccc2)c2c(=O)n(C)c(=O)n(C)c2n1,-9%,5%,-11%,-4%,-4%,-5%,-2%,-1%

# Whole records from above.
# O=c1c(NCCc2ccc(Cl)cc2)nccn1-c1ccccc1 as listed: TRb-SRC2 inh = 1%; aGal spleen mod = .; Tau fibril ThT = -2%; TR SRC2 fluor cs = 0%; Tau FP inhib = 6%; ALDH1A1 inh = .; L3MBTL1 inh = .; Tau fluor counter = -10%
# COc1ccc(NC(=O)CN(C)CC(=O)Nc2ccc(Cl)c(S(=O)(=O)N(C)C)c2)cc1 as listed: TRb-SRC2 inh = -1%; aGal spleen mod = -4%; Tau fibril ThT = -6%; TR SRC2 fluor cs = -2%; Tau FP inhib = 2%; ALDH1A1 inh = ?; L3MBTL1 inh = 2%; Tau fluor counter = -16%

# (further entries)
SMILES,TRb-SRC2 inh,aGal spleen mod,Tau fibril ThT,TR SRC2 fluor cs,Tau FP inhib,ALDH1A1 inh,L3MBTL1 inh,Tau fluor counter
COC(=O)c1cc(S(=O)(=O)N2CCN(c3ccc(C)cc3C)CC2)cn1C,6%,.,-7%,-12%,-1%,.,.,-12%
COCC1=Cc2cc3c(cc2C(C(C(=O)OC)C(=O)OC)N1C(=O)OC)OCO3 (centres undefined),4%,-1%,?,0%,?,-5%,.,0%
CCOC(=O)C1(CC2CC2)CCN(C(=O)c2cc(OC)nc3ccccc23)CC1,9%[53 µM],-1%,-13%,0%[53 µM],6%,-2%,5%,-11%
CCOc1ccc(NC(=S)N2CCCCCC2)cc1,-6%,-1%,-10%,2%,0%,?,.,-6%
Fc1cccc(F)c1-n1c(CN2CCOCC2)csc1=S,-3%,-10%,-10%,-4%,-7%,?,.,-11%
Cc1ccc(S(=O)(=O)Nc2ccccc2CNc2cccc(C)n2)cc1,-10%,4%,-11%,0%,-6%,-1%,-10%,?
Cc1nn(Cc2ccccc2)c(Cl)c1C(=O)NCCc1ccccc1,-3%,-2%,-8%,-3%,-1%,-12%,11%,-8%
CCc1ccc(C(=O)CSc2n[nH]c(-c3ccncc3)n2)cc1,9%,1%,?,-5%,1%,?,.,-21%
NCCc1nc2cccnc2n1-c1ccccc1,-1%,.,1%,1%,7%,.,.,1%
COC(=O)CN(c1ccccn1)S(=O)(=O)c1ccccc1,1%,-3%,0%,-4%,-2%,?,4%,-4%
O=C(CCN1C(=O)C2CC=C(Cl)CC2C1=O)NCc1ccccc1 (centres undefined),5%,3%,-5%,-1%,-3%,?,-4%,-4%
O=C(c1ccccc1)N(Cc1nc2ccccc2c(=O)[nH]1)C1CCCC1,-1%,-3%,-4%,1%,8%,0%,4%,-7%
O=C(CN1C(=O)NC2(CCCCCCC2)C1=O)N1CCc2ccccc2C1,1%,-6%,-6%,0%,0%,4%,-4%,-8%
Clc1ccc2nc(-c3ccc4c(c3)OCO4)cn2c1,0%,-3%,?,-3%,-8%,?,1%,-6%
CNC(=O)CN(C)S(=O)(=O)c1ccc(F)cc1,6%,10%,-8%,1%,5%,8%,.,-6%
